p-CIP stab down: p/CIP-EGFP fusion destabilizers, primary screen, fluorescence, F442A cells; 16 h; decrease of EGFP signal, % at 10 µM; hit rate 0.01% among 290,000; AID 1984, 2009;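 active means EGFP signal decrease of at least 30% at 10 µM or well 3 SD below plate mean, unless failing retest; inactive means the rest, including hits failing retest or dose response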; further: some compounds called inactive have numbers as strong as hits; many of its hits are not listed in these tables
MEKK2wt PB1 HTS: modulators of MEK5 binding to wildtype MEKK2, primary screen, biochemical, multiplex bead flow cytometry, Alexa488-MEK5; Mitogen-activated protein kinase kinase kinase 2 (Homo sapiens), Q9Y2U5; hit rate 1.1% among 290,000; Alexa488-MEK5 binding to MEKK2 WT; actives lie on both sides; binding response (% of control), % at 10 µM; in the data active means binding response below about 67% or above about 130%
NALP1 yeast inh: NALP1 inflammasome inhibitors in reconstituted yeast, colorimetric, S. cerevisiae, triplicate retest | S. cerevisiae NALP1/ASC/caspase-1 growth, X-gal OD620, 72 h | inhibition, % at 10 µM | hit rate 0.61% among 280,000 | AID 2071, 2009; in the data active means inhibition mostly above about 24%, no sharp cut-off; inactive means mostly below about 32%; further: some compounds called inactive have numbers as strong as hits
MEKK2 mut-MEK5: MEK5 binding signal on mutant MEKK2 PB1, primary screen, biochemical, multiplex bead flow cytometry, Alexa488-MEK5; Alexa488-MEK5 binding to MEKK2 mutant; percent response, % at 10 µM; hit rate 0.35% among 290,000; in the data active means percent response above about 24%, passing the limit was not always enough; further: inactives centre near 1; some results filed as inactive read as strong as hits; reference of the scale not given here
MEKK3 PB1 HTS: modulators of MEKK3-MEK5 PB1 binding, primary screen, biochemical, wildtype MEKK3, multiplex bead flow cytometry, Alexa488-MEK5; bead-based flow cytometry, Alexa488-MEK5 binding to MEKK3; actives lie on both sides; 0 = blocked by unlabeled MEK5, 100 = vehicle; AID 1529, 2009; Mitogen-activated protein kinase kinase kinase 3 (Homo sapiens), Q99759; hit rate 1.4% among 290,000; binding response (% of control), % at 10 µM;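 active means binding response more than 3 SD above or below the average of its plate-row segment, actives on both sides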;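 further: Alexa488 bead fluorescence after subtracting the streptavidin-only scavenger bead signal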
Target sequence (Q99759 whole entry, looked up): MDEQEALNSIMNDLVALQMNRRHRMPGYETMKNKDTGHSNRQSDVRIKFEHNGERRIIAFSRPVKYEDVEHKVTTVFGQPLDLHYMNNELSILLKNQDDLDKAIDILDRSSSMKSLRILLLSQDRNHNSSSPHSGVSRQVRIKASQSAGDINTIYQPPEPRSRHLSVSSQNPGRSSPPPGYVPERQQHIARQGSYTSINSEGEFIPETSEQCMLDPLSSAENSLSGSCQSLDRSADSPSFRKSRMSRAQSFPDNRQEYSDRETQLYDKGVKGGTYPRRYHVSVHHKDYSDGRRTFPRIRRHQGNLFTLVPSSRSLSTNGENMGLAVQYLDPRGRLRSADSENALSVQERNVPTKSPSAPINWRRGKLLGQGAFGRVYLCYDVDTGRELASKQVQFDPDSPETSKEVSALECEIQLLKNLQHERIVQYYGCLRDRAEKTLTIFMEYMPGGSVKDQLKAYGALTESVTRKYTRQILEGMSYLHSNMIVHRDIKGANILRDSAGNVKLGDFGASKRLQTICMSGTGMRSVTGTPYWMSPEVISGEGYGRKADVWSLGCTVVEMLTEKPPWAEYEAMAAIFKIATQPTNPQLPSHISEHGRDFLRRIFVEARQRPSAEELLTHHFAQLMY
UBC9 SUMO inh: inhibitors of in vitro SUMOylation cascade, primary screen, biochemical, HTRF, uHTS; AID 2006, 2009; inhibition, % at 35 µM; HTRF SUMOylation assay, SAE1/SAE2 + UBC9; SUMO-conjugating enzyme UBC9 (Homo sapiens), P63279; hit rate 0.36% among 290,000; in the data active means inhibition above about 50%, passing the limit was not always enough; further: strong numbers were not always called active
Target sequence (P63279 whole entry, looked up): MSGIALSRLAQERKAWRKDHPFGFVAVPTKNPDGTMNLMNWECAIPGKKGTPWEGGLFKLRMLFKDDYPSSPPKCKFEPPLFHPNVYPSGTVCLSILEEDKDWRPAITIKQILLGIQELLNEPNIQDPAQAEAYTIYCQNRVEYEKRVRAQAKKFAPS
IDE act: human IDE activators in live cells, primary screen, fluorescence polarization, HEK cells, FAbeta-B substrate; Insulin-degrading enzyme (Homo sapiens), P14735; FAbeta-B cleavage; 0% vehicle, 100% cell-free pure enzyme wells; activation, % at 5.96 µM; hit rate 0.073% among 340,000;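 active means activation above the mean of all tested compounds plus 3 SD, set per screening campaign, cut at about 17% in these data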
IDE inh: human IDE inhibitors in live cells, primary screen, fluorescence polarization, HEK cells, FAbetaB substrate. FAbetaB cleavage. hit rate 0.41% among 320,000. inhibition, % at 5.59 µM. Insulin-degrading enzyme (Homo sapiens), P14735;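 active means percent inhibition above the average of all tested compounds plus 3 SD, set per screening campaign, cut at about 16% in these data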;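 further: IDE supplied by intact live HEK cells; FP after avidin binding of uncleaved biotin substrate so inhibition keeps polarization high; 0% = DMSO wells and 100% = 60 µM reference IDE inhibitor Ii1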
M18AAP inhibitor: PfM18AAP inhibitors, malaria aminopeptidase, primary screen, biochemical, QFRET, recombinant enzyme; hit rate 1.2% among 290,000; H-Glu-NHMec fluorogenic cleavage; inhibition, % at 7.35 µM; AID 1822, 2009; M18 aspartyl aminopeptidase (Plasmodium falciparum 3D7);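 active means inhibition above the campaign mean inhibition over all tested compounds plus 3 SD, cut at about 28% in these data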;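 further: 0% = plate median of test compound wells and 100% = 2 mM ZnCl2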
* = called active by the depositor; x = not tested or not shown; [ ] = dose if it differs, or a comment. An excerpt; count on the stated rates, not on these rows.

p-CIP stab down	MEKK2wt PB1 HTS	NALP1 yeast inh	MEKK2 mut-MEK5	MEKK3 PB1 HTS	UBC9 SUMO inh	IDE act	IDE inh	M18AAP inhibitor	SMILES
-10.2	97.0	15.4	-3.0	99.0	8.9	-1.9	3.2	-0.5	O=C(c1ccccc1)N1C(=O)C(c2ccccc2)Oc2ccccc21 (stereo not given)
0.6	96.0	-1.7	-3.0	101.0	13.6	1.3	-1.6	-11.8	COCCNc1oc(/C=C/c2ccc(F)cc2)nc1S(=O)(=O)c1ccccc1
0.1	108.0	-5.4	4.0	105.0	10.1	3.0	4.8	1.8	CCN(CC)CCN(Cc1cc2cc(C)ccc2[nH]c1=O)C(=O)Nc1ccccc1OC
1.5	105.0	x	4.0	100.0	3.4	3.5	-4.0	0.2	CCCn1c(CCC(=O)O)nc2cc(S(=O)(=O)N(CC)CC)ccc21
5.2	106.0	4.5	7.0	104.0	17.2	-2.4	9.0	-6.2	O=C(Cc1ccccc1)Nc1ccccc1C(=O)O
-7.3	96.0	15.9	-4.0	103.0	-3.1	0.9	2.4	-0.6	O=C(NC(=O)c1ccccc1F)Nc1nc(-c2cccs2)cc(C(F)(F)F)n1
6.9	99.0	9.9	-3.0	99.0	6.0	2.7	4.8	-4.2	CSc1ccccc1OCc1cc(C(=O)NC(C)Cn2cncn2)no1 (stereo not given)
-2.6	103.0	2.9	2.0	102.0	28.3	0.9	0.4	-0.9	O=C(NCC1CCCO1)c1c(O)c2cccc3c2n(c1=O)CCC3 (stereo not given)
-4.0	103.0	19.2	-1.0	102.0	-1.0	-0.5	2.1	2.9	CN(C)c1ccc(-n2cccc2/C=N/n2cnnc2)cc1
8.3	105.0	14.2	16.0	104.0	80.9	-3.0	6.5	-0.9	O=[N+]([O-])c1c(NCCO)cc(N2CCCCCC2)c2nonc12
-19.5	104.0	51.0*	-1.0	102.0	33.2	9.8	-0.8	1.5	COc1ccc(C2c3[nH]c4ccccc4c3CCN2CCCn2cccn2)c(C)c1C (stereo not given)
-1.3	95.0	0.4	-3.0	93.0	10.1	-5.0	0.8	-0.6	CCCC(=NC(C)CC)C1=C(O)CC(c2ccccc2)CC1=O (stereo not given)
-10.3	105.0	x	0.0	124.0	-11.6	0.1	1.8	-2.9	CN(C)c1ccc(/C=C(\Cl)c2nc3ccccc3s2)cc1
-4.2	107.0	3.9	10.0	103.0	7.9	1.8	-9.9	-1.2	Cc1cc(NC(=O)CN2C(=O)c3ccccc3S2(=O)=O)no1
24.1	96.0	0.4	-6.0	98.0	2.9	1.8	-3.7	-2.3	CC(C)CN(C(=O)c1cccc(F)c1)c1c(N)n(CC(C)C)c(=O)[nH]c1=O
9.1	107.0	14.0	4.0	101.0	5.7	-4.3	2.0	2.6	COc1ccccc1/C=C(/NC(=O)c1ccc(Cl)cc1Cl)C(=O)O
1.6	94.0	19.6	-6.0	97.0	4.7	-1.9	1.8	0.3	COCC1CCCCN1C(=O)CCCn1nnnc1CN1CCC(C)CC1 (stereo not given)
x	103.0	x	4.0	107.0	x	1.3	3.8	x	CC(C)(C)OC(=O)N1CCC2(CC1)Oc1ccc(F)cc1C(=O)C21CC(c2ccccc2)=NO1 (stereo not given)
-6.2	100.0	32.8	7.0	103.0	-10.2	0.4	1.9	5.7	Cc1cccc(Cn2cc(SCC(=O)Nc3nccs3)c3ccccc32)c1
-21.6	99.0	34.5	1.0	103.0	13.4	7.0	-4.2	-19.3	O=C(c1ccccc1Sc1ccc([N+](=O)[O-])cc1)N1CCCCC1
-21.9	106.0	5.7	1.0	102.0	14.6	5.2	-0.1	7.4	O=C(CNC(=O)[C@@H]1Cc2ccccc2CN1)NCc1ccco1
-9.4	101.0	1.8	3.0	116.0	15.6	4.8	0.1	-2.6	Cc1cc(C)n(-c2nnc(C)n2NC(=O)c2cccc(Cl)c2)n1
-5.6	88.0	7.9	-5.0	101.0	12.9	-5.2	-4.2	-2.6	Cc1cc(C)cc(Nc2c3c(nc4ncnn24)CCC3)c1
-6.0	104.0	17.4	2.0	103.0	-3.0	-4.1	-1.9	-1.4	CCC(NC(=O)c1ccc2nc(Cc3ccc(OC)cc3)oc2c1)c1ccncc1 (stereo not given)
3.1	133.0	11.1	15.0	124.0*	-11.3	3.9	1.5	3.1	O=C(O)CC1SC(=Nc2cccc(C(F)(F)F)c2)NC1=O (stereo not given)
-7.4	110.0	40.4	15.0	100.0	-7.2	4.6	0.1	-0.7	CC(C)N(N=Nc1ccc([N+](=O)[O-])cc1)C(C)C
-1.4	91.0	-4.2	1.0	91.0	3.2	4.3	-0.3	-8.4	COc1ccccc1OCC(=O)NC1CCCCCC1
7.1	97.0	6.0	1.0	98.0	11.5	5.1	4.0	-1.4	COc1cccc(-c2nc(CS(=O)(=O)CC(=O)NC3CCC(C)CC3)c(C)o2)c1 (stereo not given)
-8.4	101.0	17.9	-3.0	98.0	10.6	0.3	-2.1	-4.0	O=C(c1c[nH]c(C(=O)C(Cl)(Cl)Cl)c1)c1ccccc1Cl
-16.3	98.0	-23.1	-1.0	105.0	-11.7	6.1	5.1	1.9	CC(C)c1ccc(Nc2c([N+](=O)[O-])c(=O)n(C)c3ccccc23)cc1
13.1	98.0	13.7	-4.0	99.0	12.8	0.1	x	14.0	Cc1cccc(-c2cc(N)n(-c3ccccc3)n2)c1
-6.0	102.0	10.4	2.0	103.0	1.7	6.7	-5.9	1.7	O=C(Cn1nc(Cl)nc1Cl)c1ccccc1
-4.3	103.0	-1.6	-1.0	102.0	-9.9	-1.0	-2.5	-3.2	Cc1ccc(C(=O)OC2CCS(=O)(=O)c3sccc32)cc1 (stereo not given)
-4.5	111.0	24.3	4.0	106.0	-7.5	2.8	4.1	0.8	CCCNCc1cc(OC)c(OCC(=O)NCCc2ccccc2)cc1Br
-12.6	91.0	7.3	-8.0	97.0	15.9	2.5	5.5	-4.6	CC(=O)NCC(=O)N1CCCC(C(=O)c2ccc3c4c(cccc24)CC3)C1 (stereo not given)
-22.5	103.0	x	-1.0	106.0	23.9	2.8	4.8	-14.8	COC(=O)CSc1ncnc2scc(-c3ccccc3)c12
-7.1	103.0	-2.6	-7.0	96.0	18.6	-2.7	-2.3	-1.2	Cc1nc2sc(-c3ccccc3)cc2c(=O)n1N
-3.0	104.0	23.5	10.0	107.0	-10.9	-0.5	5.0	-8.2	CCCN(C(=O)CSc1cc(-c2ccccc2)c2ccc(OC)cc2n1)C1CCS(=O)(=O)C1 (stereo not given)
-5.3	101.0	22.3	0.0	100.0	6.7	2.7	-9.4	-12.1	CCOc1ccc(NC(=O)n2ncc3c(C)cccc32)cc1
-0.7	101.0	-1.4	1.0	102.0	17.2	6.8	5.1	4.6	COc1ccc(N2CCN(C(=S)NC(=O)c3cccs3)CC2)c([N+](=O)[O-])c1
-11.3	101.0	17.4	15.0	102.0	31.1	4.4	-2.2	5.5	COc1cc(/C=N/NC(=O)Cc2nnc(NC(=O)c3ccccc3)s2)ccc1O
4.7	98.0	-33.5	1.0	97.0	9.2	4.1	12.5	0.7	COc1ccc(C(CNC(=O)Nc2cccc(C)c2)N2CCN(C)CC2)cc1 (stereo not given)
-3.1	103.0	x	1.0	104.0	-6.4	1.1	10.9	6.2	COc1cccc(CNCc2ccccn2)c1OC
-6.0	102.0	19.2	-1.0	99.0	-0.1	6.8	1.2	-7.1	O=C(NCc1cccnc1)c1cc(Sc2ccccc2Cl)nc2ccccc12
x	100.0	x	0.0	104.0	x	2.6	9.9	x	COCCN1C(=O)N[C@@H](c2ccccc2)[C@H](C(C)=O)[C@H]1C
-0.8	87.0	6.7	-11.0	78.0	-2.7	3.0	1.5	-3.1	CSc1ncc(Cl)c(C(=O)Nc2nnc(SC)s2)n1
-14.6	97.0	-0.6	0.0	99.0	5.3	-2.8	-2.9	-6.3	CCCCC1(C)NC(=O)N(CC(=O)Nc2ccc(S(=O)(=O)N3CCOCC3)cc2)C1=O (stereo not given)
-6.4	101.0	12.0	-1.0	98.0	19.5	0.1	-1.1	3.6	c1csc(-c2ccc(N3CCOCC3)nn2)c1
-11.6	99.0	18.1	11.0	106.0	1.8	2.5	-0.8	-0.3	C=C(C)c1cccc(C(C)(C)NC(=O)Nc2cc(C)ccn2)c1
-8.0	97.0	-6.1	-12.0	101.0	10.0	-2.6	1.1	3.4	COCCNc1nc2nonc2nc1N(C)Cc1cccc2cnccc12
16.0	103.0	12.4	2.0	102.0	2.6	-3.7	1.9	-11.9	CN(Cc1ccccc1)C(=O)NC1CCCCC1
2.3	x	17.9	x	x	15.3	4.7	0.4	0.9	Cc1cc(=O)[nH]c(NCCO)n1
7.4	113.0	x	9.0	106.0	3.3	3.9	-0.8	1.6	CSCC[C@H](NC(=O)C1=NN(c2c(F)c(F)cc(F)c2F)C(=O)CC1)c1nc2ccccc2[nH]1
-2.3	101.0	8.9	0.0	100.0	-0.8	-5.4	0.1	-3.2	Cn1c2ccccc2c2cc(C(=O)OCC(=O)N3CC(=O)Nc4ccccc43)sc21
7.5	108.0	14.6	1.0	106.0	0.6	2.2	2.1	-5.8	O=C(CCN1CCN(C/C=C/c2ccccc2)CC1)Nc1cccc(F)c1
-11.1	104.0	-9.6	6.0	101.0	14.9	-1.1	-1.3	-5.0	C/C(CC(=O)Nc1cccc(Cl)c1Cl)=N\NC(=O)C(=O)NC1CCCCC1
15.9	101.0	23.8	-1.0	100.0	4.1	3.6	3.2	-10.7	CCCCC(=O)NCc1ccccc1Cl
-0.6	97.0	-7.9	-3.0	99.0	-11.2	2.3	-2.9	1.3	O=C(COc1cccnc1[N+](=O)[O-])NCc1ccco1
9.5	2.0*[inhibitor]	7.8	-25.0	2.0*[inhibitor]	-14.9	0.7	-0.6	0.6	O=C(O)CN1C(=O)C2(OCCCO2)c2ccccc21
-17.7	104.0	18.0	0.0	109.0	9.1	1.6	1.0	6.3	CC(C)C(c1nnnn1CCc1ccccc1)N1CCSCC1 (stereo not given)

Compound activity: PubChem BioAssay, several laboratories
